Assay outcomes (PubChem BioAssay)
mIAP act: increases mouse intestinal alkaline phosphatase activity. muIAP, CDP-Star luminescence, 30 min; active compounds read high; 1 = vehicle-only enzyme signal, 0 = enzyme-free wells. activation factor at 10 µM. hit rate 0.24% among 330,000. AID 2805;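 active = activation factor of at least 2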; note: the source names both 10 and 20 µM as test concentration; values of inactives mirror those of a sister screen read the other way
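System: Mouse IAP enzyme | Also added: CDP-Star substrate | Dosing: Compounds dispensed in DMSO | Schedule: 30 min enzyme-substrate-compound incubation at room temperature | Technique: Chemiluminescence readout | Control set: DMSO-only wells and no-enzyme negative control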
NALP3 yeast inh: NALP3 inhibition in yeast | inhibition, % at 10 µM | Yeast reconstituted NLRP3/ASC/caspase-1, beta-gal luminescence, 24 h | hit rate 0.39% among 330,000;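 active = inhibition of 50% or more; inactive = inhibition below 50%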;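 note: plate controls were induced DMSO wells for no effect and uninduced yeast grown without galactose for full effect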
mIAP inh: blocks mouse intestinal alkaline phosphatase. purified mouse IAP, CDP-Star luminescence, 30 min. inhibition, % at 10 µM. hit rate 0.2% among 330,000;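 active = inhibition of at least 40% at 10 µM in the primary screen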;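 note: plate controls were DMSO with enzyme for no effect and no enzyme wells for full effect; values of inactives mirror those of a sister screen read the other way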
TIM10 inh: growth inhibitors of TIM10 yeast strain; S. cerevisiae TIM10 strain growth, BacTiter-Glo luminescence, 24 h; inhibition, % at 10 µM; hit rate 1.4% among 330,000; AID 463195;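 active = inhibition of 40% or more at the single tested concentration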;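 note: wild-type TIM10 isogenic control strain grown at permissive 25 °C; 0% = DMSO yeast wells and 100% = minimal medium wells without yeast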
APOBEC3G inh: blocks human APOBEC3G single-stranded DNA deamination. Q9HC16. recombinant A3G, ssDNA deamination FAM/TAMRA fluorescence. inhibition, % at 20 µM. hit rate 0.28% among 330,000. AID 493012;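 active = inhibition of at least 40% at 20 µM, with no more than 30% in the related APOBEC3A deaminase screen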;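 note: plate controls were DMSO wells with A3G for no effect and wells lacking A3G enzyme for full effect; some compounds called inactive have numbers as strong as hits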
Target sequence (Q9HC16 whole entry, looked up): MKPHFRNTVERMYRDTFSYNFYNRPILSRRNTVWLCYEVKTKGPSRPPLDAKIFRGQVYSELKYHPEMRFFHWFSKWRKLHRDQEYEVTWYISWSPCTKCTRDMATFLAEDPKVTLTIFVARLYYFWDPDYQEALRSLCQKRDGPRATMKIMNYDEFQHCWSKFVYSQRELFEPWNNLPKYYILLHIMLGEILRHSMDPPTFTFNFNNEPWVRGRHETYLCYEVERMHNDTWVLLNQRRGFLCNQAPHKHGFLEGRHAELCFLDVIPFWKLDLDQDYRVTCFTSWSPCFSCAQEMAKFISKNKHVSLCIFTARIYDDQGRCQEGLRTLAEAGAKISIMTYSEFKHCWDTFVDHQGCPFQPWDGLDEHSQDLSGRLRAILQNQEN
tim10-1 inh: tim10-1 yeast growth inhibition. S. cerevisiae tim10-1 ts strain growth, BacTiter-Glo, 24 h. inhibition, % at 20 µM. hit rate 2.2% among 330,000;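 active = inhibition of at least 40%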;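 note: mutant grown at 25 °C; 0% = DMSO wells with yeast and 100% = wells holding no yeast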
hIAP block: human IAP inhibition. P09923. purified IAP, CDP-Star luminescence, 30 min. inhibition, % at 10 µM. hit rate 0.12% among 330,000;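 active = inhibition reaching a set limit with compound at 10 µM in the primary screen, cut at about 35% in these data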;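 note: plate controls were DMSO wells with enzyme for no effect and no-enzyme buffer wells for full effect; values of inactives mirror those of a sister screen read the other way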
Target sequence (P09923 whole entry, looked up): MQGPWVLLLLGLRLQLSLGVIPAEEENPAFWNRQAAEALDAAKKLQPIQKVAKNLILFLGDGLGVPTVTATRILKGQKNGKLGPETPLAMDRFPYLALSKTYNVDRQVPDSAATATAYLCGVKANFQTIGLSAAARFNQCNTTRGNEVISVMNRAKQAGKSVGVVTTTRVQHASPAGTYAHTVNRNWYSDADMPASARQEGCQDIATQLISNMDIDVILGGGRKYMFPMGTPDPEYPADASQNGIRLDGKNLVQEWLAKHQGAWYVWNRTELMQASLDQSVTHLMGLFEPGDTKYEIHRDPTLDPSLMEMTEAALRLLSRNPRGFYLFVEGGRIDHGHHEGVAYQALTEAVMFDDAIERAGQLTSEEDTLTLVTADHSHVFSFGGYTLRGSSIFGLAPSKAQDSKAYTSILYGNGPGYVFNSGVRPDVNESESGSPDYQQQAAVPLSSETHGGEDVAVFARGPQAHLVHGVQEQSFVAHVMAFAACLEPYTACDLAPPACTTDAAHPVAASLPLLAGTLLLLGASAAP
beta cell repl: MIN6 beta-cell proliferation induction; MIN6 cells proliferation, ATPlite luminescence, 48 h; cells starved in 0.2% serum; 100% = growth in 10% serum; proliferation, % at 10 µM; hit rate 0.29% among 330,000;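 active = compounds whose signal lies at least 3.5 SD above the mean of all wells on their plate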;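 note: 0% = DMSO-treated cells in low-serum medium and 100% = 10% serum control; some compounds called inactive have numbers as strong as hits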
APOBEC3A inh: human APOBEC3A DNA deaminase inhibition; recombinant A3A, FAM/TAMRA ssDNA deamination fluorescence; AID 493011; inhibition, % at 20 µM; P31941; hit rate 0.41% among 330,000;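 active = at least 40% inhibition at 20 µM here, with at most 30% in a related deaminase screen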;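 note: plate controls were A3A with DMSO for no effect and wells lacking A3A enzyme for full effect; some results filed as inactive read as strong as hits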
Active calls of the source: *.

molecule,mIAP act,NALP3 yeast inh,mIAP inh,TIM10 inh,APOBEC3G inh,tim10-1 inh,hIAP block,beta cell repl,APOBEC3A inh
Cc1ccccc1C(NC(N)=O)c1ccccc1 (stereo not given),0.936,0.6,6.4,-8.4,0.1,-3.3,14.2,3.4,3.5
N#CC(c1nc2ccccc2nc1N1CCCC1)S(=O)(=O)c1cccs1 (stereo not given),0.926,9.6,7.4,15.2,51.1*,29.6,2.3,-1.6,-2.2
O=C(O)c1cccc(COc2ccc(CO)cc2Cl)c1,0.995,9.0,0.5,-2.7,-2.0,4.5,-15.4,-2.5,0.6
CNC(=S)NNC(=O)c1oc2nc(-c3ccccc3)cc(C)c2c1N,0.719,17.0,28.1,4.4,-7.6,5.7,-64.4,-2.5,-5.1
CCc1nc(SCC(=O)NC2CCCC2)c2oc3ccccc3c2n1,0.976,10.1,2.4,-3.2,-6.3,37.0,28.4,0.2,-4.9
O=C(OCCN1CCOCC1)C1(c2ccccc2)CCCCC1,1.04,16.7,-3.7,-1.9,-7.0,-7.5,30.5,5.6,-4.0
Cc1nn(C)c(C(=O)Nc2c(C)nn(Cc3c(F)c(F)c(F)c(F)c3F)c2C)c1Br,1.06,5.7,-5.8,11.5,2.5,13.7,8.6,-1.8,2.1
O=C(O)/C=C/C(=O)N(CC1CCCO1)C1CC(=O)N(c2c(Cl)cccc2Cl)C1=O (stereo not given),0.964,7.5,3.6,-20.4,-1.9,0.4,-6.8,-2.4,8.6
O=C(NC1CCCCC1)C(c1ccc(F)cc1)N(Cc1cccs1)C(=O)CN1C(=O)c2ccccc2S1(=O)=O (stereo not given),0.947,2.4,5.3,2.1,-7.6,2.4,-0.6,-0.4,-4.8
O=C(O)c1ccc(Cl)c(S(=O)(=O)Nc2ccccc2C(=O)Nc2ccc(Cl)cc2)c1,0.934,3.8,6.6,14.5,-5.9,3.9,1.9,2.4,-1.9
CN1C(=O)/C(=C/c2ccccc2OCc2cccc(F)c2)N(C)C1=S,0.907,5.4,9.3,18.3,0.4,32.7,3.2,-4.4,-0.2
CCOC(=O)CSc1nc(N)c(C#N)c(CC(C)C)c1C#N,0.899,9.7,10.1,-1.6,1.6,22.7,8.5,-0.6,-0.4
O=C1c2cccc3c(N4CCCCC4)ccc(c23)C(=O)N1c1ccc(O)cc1,1.16,-45.1,-16.2,-8.5,-10.4,30.7,8.6,-5.5,-3.0
Cc1cc(=O)oc2c(CN3CCC(C)CC3)c(O)c(Cl)cc12,1,6.4,-0.4,-5.8,18.0,18.9,8.3,0.9,37.3
CCCCn1nnc(NC(=O)c2ccc(-c3cccc(Cl)c3)o2)n1,0.99,24.4,1.0,45.0*,-3.3,49.7*,-3.8,1.1,-0.5
Cc1cc(-c2nnc(SCC(=O)c3ccc(Cl)cc3)o2)no1,0.787,14.6,21.3,9.9,-2.7,24.4,0.8,-2.1,2.7
CCC(=O)OCc1c(C(F)(F)F)nn(C)c1Sc1ccc(Cl)cc1,1.03,12.6,-2.9,-4.3,-2.1,13.3,-14.7,-2.6,1.4
Cc1ccsc1/C=C1\CCC(C2CCCC2)C1=O (stereo not given),0.899,11.1,10.2,6.1,-6.3,16.8,14.0,-3.6,0.8
O=C(Nc1nc(-c2ccc(Cl)s2)cs1)c1ccco1,0.808,6.9,19.2,28.6,-6.8,20.8,-0.2,-6.0,-2.0
Oc1ccc(C=NC2CCCCC2)cc1,0.906,11.4,9.4,7.6,-4.9,16.8,12.0,-2.9,-3.7
COCCCn1c(=O)c2ccccc2n2c(=S)[nH]nc12,0.941,3.6,5.9,-18.5,34.6,-1.3,-28.9,-2.5,-8.2
CCOc1cccc2sc(N(CCCN(C)C)C(=O)c3ccc(C(=O)c4ccccc4)cc3)nc12,0.849,18.0,15.1,33.0,-1.6,11.3,9.0,-6.2,-0.3
CCN(CCCNS(=O)(=O)c1ccc2c(c1)oc(=O)n2C)c1cccc(C)c1,0.913,-3.4,8.7,0.5,-4.7,26.9,18.7,0.1,-4.0
COC(=O)Cc1c(C)c2c(OCc3nn[nH]n3)cc(C)cc2oc1=O,0.915,3.4,8.5,-6.7,-7.1,-5.4,19.8,0.9,-3.8
CCOC(=O)c1cc(CC)sc1N1C(=O)CC(Sc2ccccc2C(=O)O)C1=O (stereo not given),1.05,12.2,-4.6,18.7,1.3,13.2,-7.4,1.1,2.2

More compounds:
molecule,mIAP act,NALP3 yeast inh,mIAP inh,TIM10 inh,APOBEC3G inh,tim10-1 inh,hIAP block,beta cell repl,APOBEC3A inh
COc1ccc(NC(=O)Nc2cccc3c2O[C@H](CN(C)S(=O)(=O)c2cccs2)[C@@H](C)CN([C@H](C)CO)C3=O)cc1,1.1,12.4,-9.9,4.3,-5.7,-4.4,-20.3,-0.5,3.1
Cc1nc2c(C(F)(F)F)cccc2c2c1CCS2,1.03,11.7,-3.3,-6.3,-6.1,3.6,-6.9,0.5,-1.9
Cc1cccc(NC(=O)C2CC(=O)N(c3ccc4c(c3)OCCO4)C2)n1 (stereo not given),0.906,14.4,9.4,6.4,-3.0,-7.6,2.2,-4.3,1.0
O=C1NC(c2ccccc2Cl)Nc2ccccc21 (stereo not given),0.99,7.9,1.0,8.5,-2.3,17.7,-13.2,-2.1,-1.5
O=S(=O)(c1ccc2c(c1)OCCCO2)N1CCNCC1,1.03,-2.5,-2.7,4.0,-1.5,8.7,27.2,2.8,-0.6
O=C(Nc1ncccc1Cl)C(Sc1ccccc1)c1ccccc1 (stereo not given),1.05,-2.7,-4.8,8.7,-5.9,23.7,8.4,-2.3,2.4
C/C(=N/OCO/N=C(\C)c1ccccc1F)c1ccccc1F,0.929,-0.3,7.1,10.7,-3.7,2.5,11.3,0.2,-0.6
CCOC(=O)CSc1nnc(C)n1N,1.01,-5.0,-0.8,-1.0,-6.5,-11.1,-19.5,-1.7,-7.7
C/C(=N\NC(=O)c1ccccc1[N+](=O)[O-])c1c(O)cc(C)oc1=O,0.901,5.2,9.9,1.6,-5.8,8.6,-8.9,-0.7,-1.7
CCOc1ccccc1NC(=O)C(NCCc1ccc(OC)cc1)c1ccccc1 (stereo not given),1.03,7.5,-3.4,7.0,-3.8,23.2,-7.9,-6.5,0.9
CCCn1c(SCC(=O)N2CCCc3ccccc32)nnc1-c1ccccn1,1.06,-1.3,-5.8,8.0,-1.4,4.2,6.5,2.7,0.0
COc1ccc(CC(CC(=O)O)C(=O)Nc2ccc(Cl)c(Cl)c2)cc1 (stereo not given),1.08,16.0,-7.9,-10.2,-7.2,11.3,6.0,-2.4,-6.1
CCOc1ccccc1C1C(C(N)=O)=C(C)Nc2nc(-c3cccc(C)c3)nn21 (stereo not given),0.967,0.4,3.3,-16.6,-8.4,8.0,-0.2,0.2,-3.7
Cc1ccc(NC(=O)CSc2nnc(-c3ccccc3C)o2)cc1C,1.03,17.9,-3.1,0.7,0.0,11.0,16.3,-4.2,2.5
Cc1ccsc1/C=C1/NC(=O)N(Cc2ccc(F)cc2)C1=O,0.931,8.8,6.9,-1.1,0.4,12.4,-9.4,-0.2,-1.7
CC(C)OCCCNC(=O)C(=O)N/N=C/c1ccc(OCc2ccccc2)cc1,1.13,14.0,-13.4,-3.8,-5.7,12.3,-15.3,-3.1,-4.0
FC(F)(F)c1nnc2ccc(NCc3ccccc3)nn12,1.01,8.2,-0.6,20.5,-2.1,29.9,3.6,-2.3,-0.8
Cc1cn([C@H](C(=O)NCCCCCCCCCCC(=O)N2CCN(C(=O)OC(C)(C)C)CC2)[C@@H](C)O)nn1,1.07,18.4,-7.4,4.6,-3.7,6.2,9.4,-4.8,-2.0
COc1ccc(NC(=O)CSc2ccccn2)cc1OC,1.02,-1.9,-2.3,-7.5,-2.6,10.7,-3.0,-0.8,1.2
COc1ccc(Cl)cc1C(=O)NNC(=O)CCNS(=O)(=O)c1ccccc1,0.896,-3.0,10.4,1.5,-8.4,10.1,-50.0,-6.1,-3.1
CC1CCCCC12NC(=O)N(CC(=O)NCCc1ccccc1)C2=O (stereo not given),1.07,13.0,-7.1,4.2,-1.4,-4.0,9.3,1.8,12.9
COc1ccc(C(=O)NNC(=O)Cc2nc3nc(C)cc(C)n3n2)cc1,0.955,6.4,4.5,0.8,-2.8,-13.2,-15.7,-3.1,-1.1
O=C(NCC1CCCO1)c1ccc(CNS(=O)(=O)c2ccc(F)c(Cl)c2)cc1 (stereo not given),0.981,1.2,1.9,13.1,-5.0,8.4,15.1,-3.2,-1.4
O=C(O)CCn1c2c(c3ccccc31)CCCC2,0.985,20.0,1.5,-10.0,-6.8,10.6,2.7,-4.5,0.5
C/C(=C\C(=O)C(F)(F)F)Nc1cc(C)cc(C)c1,0.998,-1.5,0.2,4.2,-4.0,8.0,-0.9,-3.9,-3.1

Results in APOBEC3A inh, mIAP act and NALP3 yeast inh, for 2 of the compounds above:
canonical_smiles	APOBEC3A inh	mIAP act	NALP3 yeast inh
Cc1ccsc1/C=C1/NC(=O)N(Cc2ccc(F)cc2)C1=O	-1.7	0.931	8.8
CC(C)OCCCNC(=O)C(=O)N/N=C/c1ccc(OCc2ccccc2)cc1	-4.0	1.13	14.0

Additional records follow.
molecule,mIAP act,NALP3 yeast inh,mIAP inh,TIM10 inh,APOBEC3G inh,tim10-1 inh,hIAP block,beta cell repl,APOBEC3A inh
COc1ccccc1CN1C(=O)CCC1(C)C(=O)NC1CCCCCC1 (stereo not given),1.03,12.9,-3.3,4.6,-0.1,14.8,-13.7,-1.6,2.0
COCCNC(=O)c1cc(-c2ccccn2)nc2ccc(S(=O)(=O)N3CCC(C)CC3)cc12,0.891,2.2,10.9,1.3,-5.4,22.8,-8.7,3.1,1.0
COC(=O)CC(NC(=O)c1ccco1)c1ccc(C(C)C)cc1 (stereo not given),1.07,6.6,-7.2,13.8,-5.2,3.9,-15.7,2.7,-2.3
C[N+]1(CCNC(=O)/C=N/O)CCCCC1,0.967,-2.7,3.3,18.3,16.9,-2.8,-34.9,0.7,54.1*
